Assay outcomes from PubChem BioAssay.
PAX8 inh HTS: inhibitors of PAX8-driven TPO luciferase reporter, primary screen, RMG-I cells, single concentration. SteadyGlo, 24 h. inhibition, % at 12.6 µM. actives 1.2% (n = 360,000). AID 652154, 2013;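 active = mean replicate inhibition at least 60% with every replicate also reaching 60%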;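 also: luciferase light reporting Pax8 driven TPO promoter activity; plate controls were median of neutral control wells for no effect and mitoxantrone controls for full effect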
PglD inh: C. jejuni PglD acetyltransferase inhibitors, primary screen, biochemical, DTNB colorimetric, single point. UDP-N-acetylbacillosamine N-acetyltransferase PglD (Campylobacter jejuni). purified PglD enzyme, DTNB colorimetric CoA detection. inhibition, % at 12.5 µM. actives 0.098% (n = 360,000). AID 602405, 2012; in the data active = inhibition above about 16%, passing the limit was not always enough; also: strong numbers were not always called active
S100A4 inh HTS: inhibitors of S100A4-myosin IIA peptide binding, primary screen, biochemical, fluorescence polarization, TAMRA-MyoIIA peptide; AID 652163, 2013; Protein S100-A4 (Homo sapiens), P26447; inhibition, % at 10.7 µM; actives 0.14% (n = 360,000);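 active = mean inhibition of at least 70% across replicates, with every replicate also reaching that level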
Target sequence (P26447 whole entry, looked up): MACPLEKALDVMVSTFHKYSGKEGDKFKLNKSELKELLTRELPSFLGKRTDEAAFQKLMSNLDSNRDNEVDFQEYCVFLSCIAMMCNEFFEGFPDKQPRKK
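Test system: S100A4 monomer protein; Medium: HEPES pH 7.2 with CaCl2, KCl, NaCl, DTT, Triton; Probe or stimulus: TAMRA-labelled myosin IIA heavy-chain peptide probe, 5 nM; Doses: one dose per compound; Times: polarization read 5 min after assay mix addition, stable 5–60 min; Benchmarks: neutral control DMSO, positive control TFP.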
PGC1a acetyl inh: inhibitors of PGC1a acetylation signal, primary screen, cell-based, U2OS, AlphaScreen, inhibitor mode; AlphaScreen anti-acetyl-lysine; with virally co-expressed GCN5 acetyltransferase; inhibition, % at 15.6 µM; actives 0.17% (n = 350,000); AID 651687, 2012;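 active = every replicate shows inhibition of at least 40%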;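 also: 0% = neutral control wells and 100% = positive control wells; some results beyond the cut were filed as inactive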
FN deposition inh: inhibitors of fibronectin matrix deposition, primary screen, AH1F cells, Alexa488-fibronectin fluorescence, plate reader; AH1F fibroblasts, overnight; AID 743247, 2014; inhibition, % at 12.6 µM; actives 0.086% (n = 350,000);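 active = mean inhibition across replicates of 30% or more, regardless of how many single replicates reach that level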;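 also: positive control wells lacked labelled fibronectin entirely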
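Assay system: AH1F fibroblasts / Quantity: 10000 cells per well / Medium: DMEM plus 2% serum, read in PBS / Reagent: labelled fibronectin 24 nM / Dosing: single dose, pinned / Times: 1 h cell attachment, overnight exposure to compound and label / Signal: fluorescence, ex 485 nm, em 525 nm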
EWS-Fli block: EWS/Fli-driven NR0B1 reporter inhibitors, primary screen, A673 cells, NR0B1 luciferase, luminescence, MLPCN library. actives 0.67% (n = 350,000). inhibition, % at 12.6 µM. viability-normalised;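 active = mean inhibition of at least 50% after viability correction, with every replicate also passing that limit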;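 also: firefly luciferase signal divided by Alamar Blue viability fluorescence both relative to DMSO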
LGR2 antag: inhibitors of bursicon-induced LGR2 CRE-luciferase signal, primary screen, cell-based, HEK293, CRE-luciferase reporter, bursicon stimulation; bursicon-stimulated, 4 h; inhibition, % at 9.99 µM; actives 0.35% (n = 380,000);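 active = drop in luminescence signal, shown as inhibition above about 50% in the replicate tests, limit read from the data, passing the limit was not always enough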;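 also: agonist challenge used bursicon conditioned medium at about half maximal strength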
ERAP1 inh: human ERAP1 aminopeptidase inhibitors, primary screen, biochemical, single point, plate reader; recombinant ERAP1, Leu-AMC fluorescence, 60 min; AID 652197, 2013; actives 0.15% (n = 340,000); inhibition, % at 10.7 µM; Endoplasmic reticulum aminopeptidase 1 (Homo sapiens), Q9NZ08;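 active = mean replicate inhibition of at least 30%, or all replicates individually reaching that 30% level; inactive = mean below 30% and not every replicate reaching it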;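 also: 0% = neutral control wells and 100% = L-leucinethiol positive control wells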
Target sequence (Q9NZ08 whole entry, looked up): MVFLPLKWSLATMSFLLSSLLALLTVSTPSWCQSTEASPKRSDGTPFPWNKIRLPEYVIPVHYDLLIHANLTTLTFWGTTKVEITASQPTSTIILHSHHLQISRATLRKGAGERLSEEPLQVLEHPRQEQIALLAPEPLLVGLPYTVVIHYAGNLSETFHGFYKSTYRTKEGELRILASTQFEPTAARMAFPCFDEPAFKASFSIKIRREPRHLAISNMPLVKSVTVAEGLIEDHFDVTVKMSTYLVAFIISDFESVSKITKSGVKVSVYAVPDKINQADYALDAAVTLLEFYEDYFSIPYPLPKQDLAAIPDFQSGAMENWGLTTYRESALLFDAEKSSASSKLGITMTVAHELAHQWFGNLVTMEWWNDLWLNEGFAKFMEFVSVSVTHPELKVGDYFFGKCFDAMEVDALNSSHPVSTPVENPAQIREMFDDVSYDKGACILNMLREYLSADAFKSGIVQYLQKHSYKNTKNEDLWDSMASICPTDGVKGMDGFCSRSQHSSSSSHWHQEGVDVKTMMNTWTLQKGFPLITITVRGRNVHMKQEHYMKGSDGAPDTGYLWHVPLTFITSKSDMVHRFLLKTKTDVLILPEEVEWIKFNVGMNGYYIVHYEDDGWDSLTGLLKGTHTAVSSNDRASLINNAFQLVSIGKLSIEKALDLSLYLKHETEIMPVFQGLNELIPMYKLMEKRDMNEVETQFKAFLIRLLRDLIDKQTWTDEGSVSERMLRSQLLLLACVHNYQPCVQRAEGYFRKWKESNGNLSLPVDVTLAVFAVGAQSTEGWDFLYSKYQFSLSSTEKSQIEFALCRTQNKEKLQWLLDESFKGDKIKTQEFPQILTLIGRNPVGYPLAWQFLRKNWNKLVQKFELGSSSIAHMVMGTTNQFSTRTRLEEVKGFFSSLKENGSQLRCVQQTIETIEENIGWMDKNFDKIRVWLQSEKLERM
Numbers without * were called inactive; x = not tested or not shown; & = joins results of further samples.

Screens in order: S100A4 inh HTS, PglD inh, PGC1a acetyl inh, ERAP1 inh, LGR2 antag, PAX8 inh HTS, EWS-Fli block, FN deposition inh
C[C@@H]1CN([C@@H](C)CO)C(=O)c2cc(NS(=O)(=O)c3cccs3)ccc2O[C@@H](C)CCCCO[C@H]1CN(C)C(=O)Cc1ccccc1
→ -14, 0, -16, 2, 0, -22, -7, x
COc1ccc(NC(=O)/C(C#N)=C/c2ccc(Br)o2)cc1
→ x, 0, -1, x, -27, x, x, -3
Cc1cc(C(=O)NC2CCCCC2)c(C)o1
→ 1, -7, -4, -1, -12, -33, -21, x
O=C(NCc1ccccn1)Nc1ccc(Br)cc1
→ 45, 2, 3, 4, -1, x, -19, 8
COc1ccccc1CNC(=O)CN1C(=O)CSc2ccc(S(=O)(=O)N3CCCC3)cc21
→ 5, x, -9, -5, 16, 11, 5, x
Cc1cc(C(=O)CCC(=O)NCc2ccccc2F)c(C)s1
→ -15, x, 7, 1, 16, -6, -10, 6
Cc1cc2cc(C)c(NCCNC(=O)c3ccccc3)nc2cc1C
→ -4, 8, -16, 0, -11, 4, 4, 0
Cc1noc(C)c1NC(=O)Nc1cccc2c1O[C@H](CN(C)CC1CCCCC1)[C@@H](C)CN([C@H](C)CO)C2=O
→ 3, -3, -7, x, -10, -6, -6, x
O=C(N[C@@H](Cc1ccccc1)C(=O)N1CCN(S(=O)(=O)c2ccc(F)cc2)CC1)c1ccco1
→ -4, 0, 1, 3, 6, -8, -2, 3
COc1cccc(S(=O)(=O)N(C)C[C@H]2OCc3ccccc3-c3c(n(C)c4ccccc34)C(=O)N([C@H](C)CO)C[C@@H]2C)c1
→ -1, -2, -3, -1, 0, 66*, 21, 2
CNC(=S)N(CCc1c(C)[nH]c2ccccc12)Cc1cc(OC)c(OC)c(OC)c1
→ 0, 4, -6, -1, -18, 3, 5, 0
C=CC[C@@H](CC(=O)N[C@@H](CO)Cc1ccccc1)C(=O)N[C@H](C)COC(=O)[C@@H](CC=C)Cc1ccc(F)cc1
→ 0, -5, -4, x, -13, -4, -6, -8
CCn1cc(-c2cc(C(=O)O)c3ccccc3n2)cn1
→ 2, x, 1, 3, 29, 3, 15, 9
CN1C(=O)c2cc(NS(=O)(=O)c3cccc(F)c3)ccc2OC[C@H]2O[C@H](CC(=O)O)CC[C@@H]21
→ 9, 3, 0, -6, 1, -38, -2, -6
Cn1c(N2CCN(C(=O)NCc3ccccc3)CC2)nc2ccccc21
→ x, -2, -46, x, x, 17, x, -15
CCCCCCOc1ccc(N2C(=O)CC(SC(=NCC)NCC)C2=O)cc1 (stereo not given)
→ 0, 2, x, x, 13, 10, -2, 1
CNC[C@H]1OCCCC[C@H](C)Oc2ccc(NC(=O)Nc3ccc4c(c3)OCO4)cc2C(=O)N([C@H](C)CO)C[C@H]1C
→ -3, 4, -2, 1, 36, -3, -3, x
Cc1cccc(NC(=O)CCN2CCCC(C)C2)c1 (stereo not given)
→ 1, 1, x, -1, 18, 6, 12, -6
CCOc1ccc2[nH]c(=O)c(CN(CCO)C(=O)c3ccc(OC)c(OC)c3)cc2c1
→ x, -3, 6, x, 11, x, x, 7
CO[C@H]1CN(C)C(=O)c2cc(NC(C)=O)ccc2OC[C@H](C)N(C(=O)c2ccccc2F)C[C@@H]1C
→ 3, 0, -1, -2, -8, x, -1, 1

An excerpt from above with just FN deposition inh, EWS-Fli block and ERAP1 inh:
structure	FN deposition inh	EWS-Fli block	ERAP1 inh
O=C(N[C@@H](Cc1ccccc1)C(=O)N1CCN(S(=O)(=O)c2ccc(F)cc2)CC1)c1ccco1	3	-2	3
COc1cccc(S(=O)(=O)N(C)C[C@H]2OCc3ccccc3-c3c(n(C)c4ccccc34)C(=O)N([C@H](C)CO)C[C@@H]2C)c1	2	21	-1

(next part)
Screens in order: S100A4 inh HTS, PglD inh, PGC1a acetyl inh, ERAP1 inh, LGR2 antag, PAX8 inh HTS, EWS-Fli block, FN deposition inh
O=C(c1cccc(F)c1)N1CCN(S(=O)(=O)Cc2ccccc2)CC1
→ -4, -5, 6, x, 0, -1, -1, 3
Cc1ccnc2nc(C(=O)OCC(=O)N(C)C3CCCCC3)nn12
→ 2, 5, -2, 2, x, 9, -5, 4
OC[C@@H]1[C@H](c2ccc(-c3ccccc3F)cc2)[C@H]2CN(Cc3cccnc3)CCCCN12
→ -1, -9, -6, 1, -1, -11, x, x
CCOC(=O)c1c(NC(=O)CSc2ncccn2)sc2c1CCN(Cc1ccccc1)C2
→ -5, x, x, -1, -7, 14, 8, -6
CSc1ncccc1C(=O)OCC(=O)c1cc(C)n(C)c1C
→ -9, -3, -6, -1, x, -140, -80, -4
C[C@@H]1CN([C@@H](C)CO)S(=O)(=O)c2ccc(-c3cccnc3)cc2O[C@@H]1CN(C)C(=O)c1ccc2c(c1)OCO2
→ x, -2, 3, x, -6, 9, -9, -5
Cn1cnnc1SCC(=O)Nc1ccc(F)cc1F
→ -6, x, 13, 1, 13, -13, -40, 1
O=C(C[C@@H]1C[C@H]2c3cc(NC(=O)C4CCOCC4)ccc3O[C@H]2[C@H](CO)O1)NCc1cc(F)ccc1F
→ -1, 4, 3, 1, 9, 1, -2, x
Cc1ccc(S(=O)(=O)N2CCN(C(=O)COC(=O)c3cccnc3Cl)CC2)c(C)c1
→ -2, 7, -1, 2, -1, 8, -1, 4
COc1ccc(C(C(=O)c2ccccc2)c2ccccc2)cc1 (stereo not given)
→ -12, x, x, -3, 4, -9, -1, -3
Cc1ccc(Cn2c(N3CCN(CCO)CC3)nc3c2c(=O)n(C)c(=O)n3C)cc1
→ -3, -2, -15, -4, 2, 5, 14, 11
Cc1cc([N+](=O)[O-])c(NCCCCCCO)c([N+](=O)[O-])c1
→ x, 1, 6, x, x, 12, x, 4
Cc1ccc(NC(=O)COC(=O)CCn2c(C)csc2=O)c([N+](=O)[O-])c1
→ -2, x, -3, -3, 10, -20, -9, 7
CCOC(=O)COc1cc(N)c(Cl)cc1Cl
→ 5, x, -5, 4, 11, 10, 8, -3
COc1ccccc1-c1oc2ccccc2c1C#CCCCCO
→ -21, 0, -13, 6, -4, -6, -3, -8
CCOc1ccc(CN(C)C(=O)c2ccc(NC(=O)CC3SC(N4CCCC4)=NC3=O)cc2)cc1 (stereo not given)
→ -3, 2, -3, -1, 16, 12, x, -1
O=C(NCCc1ccccc1)c1ccc2c(c1)OCCCO2
→ -9, -6, -9, 10, 102*, 110*, 89*, -1
COc1cccc2cc(C(C)N(CCCN3CCOCC3)C(=S)Nc3cccc(C)c3C)oc12 (stereo not given)
→ -2, -1, -10, 0, -20, 11, 10, -2
NC(=O)c1cc(Cl)ccc1OCC(=O)N1CCCc2ccccc21
→ -3, -1, 1, -2, -7, -17, -14, 1
NC(=O)CNCCC(c1ccccc1)c1ccccc1
→ -4, -1, 3, 1, x, -16, 6, -12
CCOC(=O)C1(Cc2ccc(OC)cc2)CCN(C(=O)C2CCCO2)CC1 (stereo not given)
→ 6, x, x, 6, 11, 7, 16, -10
CN=C1S/C(=C\c2ccc(O)c(OC)c2)C(=O)N1C
→ -5, -6, -2, 3, -58, -151, -27, 11
CCn1c(N2CCN(Cc3ccc([N+](=O)[O-])cc3)CC2)nc2ccccc21
→ 0, 0, 9, 3, -1, -6, 11, -5
COc1ccc(CC2(CO)CCN(Cc3cc4ccccc4o3)CC2)cc1
→ 1, x, x, -4, 0, -1, 9, 2
COc1ccc(S(=O)(=O)Nc2ccccc2C(=O)N2CCOCC2)cc1OC
→ -27, 7, -2, -5, 8, -25, 4, -1
Nc1nonc1-n1nnc(C(=O)N/N=C/c2cccc(Cl)c2)c1CSc1ccc(Cl)cc1
→ -2, -1, x, -4, -20, 24, 0, 0
O=C(N[C@@H]1CC[C@H](CCNS(=O)(=O)c2cccc(Cl)c2)O[C@H]1CO)c1ccncc1
→ 5, 1, 7, 0, 10, -5, -2, -1
Cc1cc(NC(=O)COC(=O)C(C)Oc2ccc(Cl)cc2Cl)no1 (stereo not given)
→ 1, -1, x, -3, 9, -9, -3, -14
CCN1CC2=C(OC(N)=C(C#N)C2c2cccs2)/C(=C/c2cccs2)C1 (stereo not given)
→ x, -5, 3, x, x, 11, x, 11
Cc1cc(C)cc(NS(=O)(=O)c2csc(C(N)=O)c2)c1
→ -3, x, x, -2, -1, 7, 1, 7
CC(C)(C)c1ccc(Cn2nnc3c(=O)[nH]c(C4CCCN(C(=O)c5cccs5)C4)nc32)cc1 (stereo not given)
→ 3, 2, x, -3, 29, 7, 25, -12
C[C@@H]1CN([C@H](C)CO)C(=O)Cc2cc(NC(=O)C3CCCCC3)ccc2O[C@H]1CN(C)C(=O)Nc1ccccc1
→ -17, 2, x, 0, 14, 3, -2, x
CC(=O)Nc1ccc(SCC(=O)NCC2(N3CCCCC3)CCCCC2)cc1
→ -6, x, x, 5, x, 6, -23, -8
COC(=O)[C@@]1(Cc2ccc(F)cc2)[C@H]2C(CC(=O)C(=O)N3CCCC3)C(=O)C[C@H]2CN1C(=O)c1ccccc1 (stereo not given in full)
→ -4, x, x, x, 5, 1, 8, -2
COc1ccc(-c2ccnc3c(Br)c(C)nn23)cc1
→ -2, -3, 1, 5, 6, 0, -8, 22
O=C(N/N=C/c1cccnc1)C(O)c1ccccc1 (stereo not given)
→ -1, 7, 5, 1, -5, 2, -15, -18
O=C(C[C@H]1C=C[C@H](NC(=O)C2CCOCC2)[C@H](CO)O1)NCc1ccccc1Cl
→ -37, x, -1, -1, -2, x, 0, x
COc1ccc(NC(=S)N2CCN(Cc3ccccc3)CC2)c(OC)c1
→ 3, x, x, -1, -14, 27, -4, -1
C[C@@H]1CN([C@H](C)CO)C(=O)CCCn2cc(nn2)CO[C@H]1CN(C)C(=O)Nc1ccnc(N2CCOCC2)c1
→ 1&7, -1&-2, 7&0&-3, -2&1, 22&11, -5&-6&0, 1&-4&-1, 1&-4
CNC[C@H]1Oc2cc(C#Cc3ccc(F)cc3)ccc2S(=O)(=O)N([C@@H](C)CO)C[C@H]1C
→ -2, 3, -6, 0, 16, -13, 8, x
Cc1cc(C)cc(N(CC(=O)NCc2ccco2)S(=O)(=O)c2ccccc2)c1
→ 0, -1, 6, -3, -6, 7, 0, 0
CCC(C)NCCC(=O)Nc1ccc(Cl)c(S(=O)(=O)Nc2ccc(Cl)cc2)c1 (stereo not given)
→ 0, x, -13, -2, 8, 12, 3, -3
